Screening results as filed in PubChem BioAssay.
PDI turbidity = inhibitors of human PDI, primary screen, biochemical, turbidity, single point, plate reader. Protein disulfide-isomerase (Homo sapiens), P07237. PDI insulin aggregation turbidity, A650, 90 min. inhibition, % at 10 µM. actives 0.052% (n = 350,000). AID 588391, 2011;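 active = mean inhibition across replicates of 30% or more, whatever share of single replicates reach that level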;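 also: absorbance from insulin aggregation driven by PDI reduction with DTT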
Target sequence (P07237 whole entry, looked up): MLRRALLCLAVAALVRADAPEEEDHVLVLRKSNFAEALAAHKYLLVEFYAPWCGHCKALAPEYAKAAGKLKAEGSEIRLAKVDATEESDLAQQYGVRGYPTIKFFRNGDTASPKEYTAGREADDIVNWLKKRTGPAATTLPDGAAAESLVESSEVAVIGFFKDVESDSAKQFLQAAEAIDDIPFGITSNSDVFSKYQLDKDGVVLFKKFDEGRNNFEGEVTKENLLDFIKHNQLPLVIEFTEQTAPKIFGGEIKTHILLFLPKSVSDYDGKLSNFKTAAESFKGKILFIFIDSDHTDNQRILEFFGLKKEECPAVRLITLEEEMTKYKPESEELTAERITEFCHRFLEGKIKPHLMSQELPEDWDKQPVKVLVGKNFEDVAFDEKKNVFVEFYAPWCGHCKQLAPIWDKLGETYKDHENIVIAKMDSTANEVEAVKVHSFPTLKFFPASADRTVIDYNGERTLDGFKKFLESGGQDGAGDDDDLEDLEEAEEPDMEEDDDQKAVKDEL
hiPSC survival = enhancers of single-cell hiPSC survival, primary screen, ATPlite luminescence | actives 0.044% (n = 360,000) | 100% = ROCK inhibitor wells, 0% = DMSO | survival enhancement, % at 20 µM; in the data active = survival enhancement above about 18%;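 also: cells exposed to compounds for 16 hours before the ATP read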
TRPM1 prom inh = inhibitors of MITF-dependent TRPM1 promoter reporter, primary screen, cell-based, SK-MEL-5, single point, luciferase; actives 0.83% (n = 330,000); SK-MEL-5 TRPM1 promoter luciferase, 24 h; inhibition, % at 12.5 µM; AID 488899, 2010;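 active = mean inhibition across replicates of 60% or more, whatever share of single replicates reaches that level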; also: values of inactives mirror those of a sister screen read the other way
HIF-2a inh = HIF-2a reporter inhibitors, primary screen, luminescence, 786-0 RCC cells; actives 0.72% (n = 360,000); AID 624352, 2012; 786-0 RCC cells HIF-2a reporter, luciferase luminescence, overnight; inhibition, % at 18.8 µM;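 active = inhibition of the luminescence signal of 40% or more relative to plate controls, in a single-dose primary screen at 18.75 µM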
NR2E3 ag-1 = NR2E3 agonists in two-hybrid cells, primary screen, cell-based, luminescence, CHO-S, Gal4-NCOR/VP16-NR2E3; Photoreceptor-specific nuclear receptor (Homo sapiens), Q9Y5X4; luciferase; inhibition of corepressor binding, % at 3.98 µM; actives 0.35% (n = 360,000); AID 602229, 2012;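 active = inhibition above the mean of all tested compounds plus 3 SD, cut at about 70% in these data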;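 also: 0% = DMSO with NR2E3 transfected cells and 100% = cells lacking NR2E3 construct; higher means lower luciferase signal from less NR2E3 corepressor binding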
Target sequence (Q9Y5X4 whole entry, looked up, the tested form may be a part): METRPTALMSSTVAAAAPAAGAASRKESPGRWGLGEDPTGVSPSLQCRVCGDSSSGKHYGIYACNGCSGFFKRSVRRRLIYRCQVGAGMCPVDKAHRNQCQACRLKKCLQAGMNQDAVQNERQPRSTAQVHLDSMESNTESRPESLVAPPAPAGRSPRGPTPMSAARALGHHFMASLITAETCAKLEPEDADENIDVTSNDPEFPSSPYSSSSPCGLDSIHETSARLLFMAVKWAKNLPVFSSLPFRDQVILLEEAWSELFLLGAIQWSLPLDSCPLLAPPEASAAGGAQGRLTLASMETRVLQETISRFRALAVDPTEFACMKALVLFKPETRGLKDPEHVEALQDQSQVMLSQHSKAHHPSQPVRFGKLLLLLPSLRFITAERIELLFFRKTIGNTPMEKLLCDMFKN
CaV13 ICDI inh = Primary screen for inhibitors of IQ motif and Ca2+-dependent inactivation inhibitor domain binding in CACNA1D, Förster resonance energy transfer in living cells, …; actives 0.098% (n = 340,000); HEK cells, CFP/YFP FRET ICDI-IQ, plate reader, 10 min; percent FRET-ratio fall versus neutral wells; inhibition, % at 12.3 µM; AID 743397;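 active = mean replicate inhibition of at least 30% and at least 1% of replicates passing that level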;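 also: 0% = median of the neutral control wells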
Peg3 prom inh = Peg3 promoter-driven luciferase inhibitors, primary screen, cell-based, HeLa, luciferase luminescence | HeLa PEG-Prom luciferase reporter, overnight | inhibition, % at 20 µM | actives 1.7% (n = 360,000);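 active = inhibition of at least 50% at 20 µM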
Exocytosis inh = LAMP-1 surface exposure blockers, TALL-104 cells – cell-based, flow cytometry, MLPCN library, primary screen. TALL-104 LAMP-1 surface exposure; cells stimulated with thapsigargin and PMA. inhibition, % at 10 µM. actives 0.66% (n = 360,000);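 active = inhibition above about 55%, limit read from the data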
aDG glyco act = activators of alpha-DG glycosylation, primary screen, uHTS, Pro5-aDG cells, AlphaScreen. alpha-DG glycosylation AlphaScreen (IIH6); 0% Pro5, 100% B10-LARGE cell signal. activation, % at 10 µM. actives 0.22% (n = 360,000). AID 624168, 2012;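 active = activation of at least 8% versus controls, or a plate z-score of at least 8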;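 also: Pro5 are CHO cells carrying HIG-tagged alpha-DG that lacks glycosylation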
Vif inh = HIV Vif self-association inhibitors, primary screen, imaging, HEK293T, single point; HEK293T cells, Vif self-association by quenched fluorescence, 24 h; inhibition, % at 7.49 µM; actives 0.35% (n = 340,000); in the data active = inhibition above about 50%, passing the limit was not always enough; also: some results filed as inactive read as strong as hits
NR2E3 ag-2 = inhibitors of NR2E3-RetCOR corepressor binding, primary screen, NR2E3 agonist project, biochemical, TR-FRET, GST-NR2E3, biotin-RetCOR; 1536-well; Photoreceptor-specific nuclear receptor (Homo sapiens), Q9Y5X4; actives 0.12% (n = 320,000); AID 2300, 2010; inhibition of corepressor binding, % at 4.78 µM;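 active = percent inhibition above the cutoff of mean plus 3 SD of all tested compounds, set per screening campaign, cut at about 20% in these data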;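 also: 0% = DMSO wells and 100% = biotin wells as full block of FRET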
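Material: NR2E3–RetCOR corepressor complex / Amount: 1.35 nM GST-NR2E3 / Medium: Tris pH 7.5 / Compound: single nominal compound dose of 4.8 µM / Incubation: 5 h at 4 °C / Technique: TR-FRET, Eu(K)-anti-GST donor, streptavidin-D2 acceptor, ex 340, em 617/671 nm / Read-out basis: percent loss of FRET ratio relative to control wells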
Starred values were filed as active, the others as inactive; & = joins results of further samples.

The first 3 records (preview)
Screening CCOc1ccc(C(=O)Nc2ccc(NC(=O)c3ccco3)c(Cl)c2)cc1Br returned PDI turbidity -3, hiPSC survival -1.9, TRPM1 prom inh 2, HIF-2a inh 2, NR2E3 ag-1 -30, CaV13 ICDI inh -6, Peg3 prom inh 26, Exocytosis inh 0, aDG glyco act -0.1, Vif inh 28 and NR2E3 ag-2 -34.
Screening COc1cccc(CNC(=O)C2CCCN(S(=O)(=O)c3ccc4c(c3)C(C)(C)C(=O)N4C)C2)c1 (stereo not given) returned PDI turbidity 2, hiPSC survival -0.1, TRPM1 prom inh -1, HIF-2a inh 22, NR2E3 ag-1 10, CaV13 ICDI inh -5, Peg3 prom inh 21, Exocytosis inh 13, aDG glyco act 0.2, Vif inh -8 and NR2E3 ag-2 2.
For O=C(CNC(=O)c1ccccc1)N=Nc1c(O)[nH]c2ccc(Br)cc12 the results were PDI turbidity -6, hiPSC survival 1.0, TRPM1 prom inh 11, HIF-2a inh -1, NR2E3 ag-1 0, CaV13 ICDI inh -5, Peg3 prom inh -17, Exocytosis inh -2, aDG glyco act -0.1, Vif inh 2 and NR2E3 ag-2 0.

The whole of this part, from the start:
Screening CCOc1ccc(C(=O)Nc2ccc(NC(=O)c3ccco3)c(Cl)c2)cc1Br returned PDI turbidity -3, hiPSC survival -1.9, TRPM1 prom inh 2, HIF-2a inh 2, NR2E3 ag-1 -30, CaV13 ICDI inh -6, Peg3 prom inh 26, Exocytosis inh 0, aDG glyco act -0.1, Vif inh 28 and NR2E3 ag-2 -34.
Screening COc1cccc(CNC(=O)C2CCCN(S(=O)(=O)c3ccc4c(c3)C(C)(C)C(=O)N4C)C2)c1 (stereo not given) returned PDI turbidity 2, hiPSC survival -0.1, TRPM1 prom inh -1, HIF-2a inh 22, NR2E3 ag-1 10, CaV13 ICDI inh -5, Peg3 prom inh 21, Exocytosis inh 13, aDG glyco act 0.2, Vif inh -8 and NR2E3 ag-2 2.
For O=C(CNC(=O)c1ccccc1)N=Nc1c(O)[nH]c2ccc(Br)cc12 the results were PDI turbidity -6, hiPSC survival 1.0, TRPM1 prom inh 11, HIF-2a inh -1, NR2E3 ag-1 0, CaV13 ICDI inh -5, Peg3 prom inh -17, Exocytosis inh -2, aDG glyco act -0.1, Vif inh 2 and NR2E3 ag-2 0.
Screening COc1ccc(CCNC(=O)C2CCN(C(=O)c3ccc(C(C)(C)C)cc3)CC2)cc1 returned PDI turbidity -7, hiPSC survival -0.7, HIF-2a inh -7, NR2E3 ag-1 -124, CaV13 ICDI inh -20, Peg3 prom inh -26, Exocytosis inh 5, aDG glyco act 0.2, Vif inh 3 and NR2E3 ag-2 -1.
`Cc1ccc(S(=O)(=O)N(CC(=O)O)Cc2ccccc2F)cc1` gave PDI turbidity 2, hiPSC survival 1.5, TRPM1 prom inh 8, HIF-2a inh 0, NR2E3 ag-1 -14, CaV13 ICDI inh -6, Peg3 prom inh 5, Exocytosis inh -6, aDG glyco act 0.3, Vif inh -20 and NR2E3 ag-2 -3.
Screening CCN(Cc1nc(-c2ccc(OC)cc2)no1)C(=O)c1ccoc1C returned PDI turbidity -5, hiPSC survival 0.8, TRPM1 prom inh -2, HIF-2a inh 1, NR2E3 ag-1 -18, CaV13 ICDI inh -2, Peg3 prom inh 2, Exocytosis inh -3, aDG glyco act 0.7, Vif inh 1 and NR2E3 ag-2 2.
O=C(Nc1ccc(N2CCN(C(=O)c3ccco3)CC2)cc1)c1ccc([N+](=O)[O-])cc1Cl was read as PDI turbidity 1, hiPSC survival -0.6, TRPM1 prom inh 10, HIF-2a inh 7, NR2E3 ag-1 -8, Peg3 prom inh -3, Exocytosis inh -5, aDG glyco act 0.0, Vif inh -9 and NR2E3 ag-2 2.
O=P(c1ccccc1)(c1ccccc1)C(O)c1ccccn1 (stereo not given) was read as PDI turbidity -6, hiPSC survival 0.5, TRPM1 prom inh 12, HIF-2a inh 13, NR2E3 ag-1 -7, CaV13 ICDI inh -10, Peg3 prom inh 7, Exocytosis inh 11, aDG glyco act -0.1, Vif inh 3 and NR2E3 ag-2 -4.
For CC(=O)Nc1ccc(NC(=O)CN(c2ccc(C34CC5CC(CC(C5)C3)C4)cc2)S(C)(=O)=O)cc1 the results were PDI turbidity -3, hiPSC survival 0.8, TRPM1 prom inh -7, HIF-2a inh -24, NR2E3 ag-1 -9, CaV13 ICDI inh -5, Peg3 prom inh 6, Exocytosis inh 6, aDG glyco act 0.6, Vif inh -5 and NR2E3 ag-2 6.
Screening O=C(O)CC/C(=N\Nc1ccc([N+](=O)[O-])cc1S(=O)(=O)N1CCOCC1)c1cccs1 returned PDI turbidity -8, hiPSC survival -0.2, TRPM1 prom inh 2, HIF-2a inh 12, NR2E3 ag-1 -24, CaV13 ICDI inh -21, Peg3 prom inh 15, Exocytosis inh -6, aDG glyco act -0.1, Vif inh -1 and NR2E3 ag-2 0.
`CCn1cc(S(=O)(=O)c2ccccc2)c(=O)c2cc(F)c(N3CCN(C)CC3)cc21` gave PDI turbidity -8, hiPSC survival -0.7, TRPM1 prom inh 5, HIF-2a inh 11, NR2E3 ag-1 -1, CaV13 ICDI inh -5, Peg3 prom inh 4, Exocytosis inh 0, aDG glyco act -0.1, Vif inh -1 and NR2E3 ag-2 -2.
O=C(Nc1cccnc1)c1cc(Br)c(Br)s1 was read as PDI turbidity -1, hiPSC survival -0.4, TRPM1 prom inh -26, HIF-2a inh -172, NR2E3 ag-1 4, CaV13 ICDI inh -6, Peg3 prom inh -227, Exocytosis inh 2, aDG glyco act -0.1, Vif inh -12 and NR2E3 ag-2 3.
For CCCCOC(=O)c1ccc(N=Nc2c(C)c(C#N)c(O)[nH]c2=O)cc1 the results were PDI turbidity -3, hiPSC survival -0.4, TRPM1 prom inh 1, HIF-2a inh -100, NR2E3 ag-1 -12, CaV13 ICDI inh -18, Peg3 prom inh -53, Exocytosis inh 5, aDG glyco act 0.5, Vif inh 1 and NR2E3 ag-2 -2.
For Cc1[nH]nc(N=CC2=C(O)CC(C)(C)CC2=O)c1-c1ccccc1 the results were PDI turbidity -5&-7, hiPSC survival -1.5&-1.7, TRPM1 prom inh -20&-48, HIF-2a inh -117&-106, NR2E3 ag-1 10&-21, CaV13 ICDI inh -7&-4, Peg3 prom inh -91&-99, Exocytosis inh -4&3, aDG glyco act 0.1&0.0, Vif inh 1&-42 and NR2E3 ag-2 -2.
`Cc1occc1-c1nnc(SCC(=O)Nc2ccccc2)n1C(C)c1ccccc1` (stereo not given) gave PDI turbidity 0, hiPSC survival -1.3, TRPM1 prom inh 3, HIF-2a inh 21, NR2E3 ag-1 -31, CaV13 ICDI inh -4, Peg3 prom inh 21, Exocytosis inh 1, aDG glyco act 1.3, Vif inh -2 and NR2E3 ag-2 0.
`Cc1[nH]c(C)c(S(=O)(=O)NCC(C)c2ccccc2)c1C(=O)N1CCCCC1` (stereo not given) gave PDI turbidity 4, hiPSC survival -0.5, TRPM1 prom inh -13, HIF-2a inh 5, NR2E3 ag-1 8, CaV13 ICDI inh -6, Peg3 prom inh 7, Exocytosis inh -2, aDG glyco act -0.3, Vif inh 4 and NR2E3 ag-2 -3.
`Cc1cc(C)cc(N2CCCn3c2nc2c3c(=O)[nH]c(=O)n2C)c1` gave PDI turbidity -8, hiPSC survival -0.5, TRPM1 prom inh 23, HIF-2a inh 19, NR2E3 ag-1 -2, Peg3 prom inh 2, Exocytosis inh -2, aDG glyco act 0.4, Vif inh 2 and NR2E3 ag-2 0.
`O=C(CSc1nc2ccccc2s1)NCCCN1CCOCC1` gave PDI turbidity -6, hiPSC survival -2.4, TRPM1 prom inh -3, HIF-2a inh 6, NR2E3 ag-1 33, CaV13 ICDI inh -8, Peg3 prom inh 10, Exocytosis inh 1, aDG glyco act 0.0, Vif inh 0 and NR2E3 ag-2 0.
O=C(NCCC1CC1(Cl)Cl)c1ccc([N+](=O)[O-])cc1 (stereo not given) was read as PDI turbidity 2, hiPSC survival -0.5, TRPM1 prom inh -5, HIF-2a inh -59, NR2E3 ag-1 -38, CaV13 ICDI inh -19, Peg3 prom inh -41, Exocytosis inh 5, aDG glyco act -0.1, Vif inh -10 and NR2E3 ag-2 0.
Screening CCOc1ccc2[nH]c3nc(SCC(=O)NC4CC4)nnc3c2c1 returned PDI turbidity 11, hiPSC survival -0.3, TRPM1 prom inh 15, HIF-2a inh -31, NR2E3 ag-1 -29, CaV13 ICDI inh -2, Peg3 prom inh -19, Exocytosis inh -6, aDG glyco act -0.1, Vif inh 20 and NR2E3 ag-2 2.
`O=C1NC(=O)/C(=C\c2ccc(OCc3cccc(C(=O)O)c3)c(Cl)c2)N1` gave PDI turbidity -2, hiPSC survival -0.9, TRPM1 prom inh 41, HIF-2a inh -38, NR2E3 ag-1 -237, CaV13 ICDI inh 2, Peg3 prom inh -54, Exocytosis inh -2, aDG glyco act 0.2, Vif inh 20 and NR2E3 ag-2 1.
`COc1ccccc1Nc1nnc(SCc2nnc(-c3cc(OC)c(OC)c(OC)c3)o2)s1` gave PDI turbidity 19, hiPSC survival -0.4, TRPM1 prom inh -6, HIF-2a inh 2, NR2E3 ag-1 7, CaV13 ICDI inh -3, Peg3 prom inh 30, Exocytosis inh -2, aDG glyco act -0.5, Vif inh -1 and NR2E3 ag-2 1.
For CCOC(=O)Cn1cnc(C)c1 the results were PDI turbidity 26, hiPSC survival -3.0, TRPM1 prom inh 1, HIF-2a inh -12, NR2E3 ag-1 -9, CaV13 ICDI inh -6, Peg3 prom inh -32, Exocytosis inh -17, aDG glyco act -0.1 and Vif inh 8.
Screening CCc1cccc2c1Sc1ccccc1CC2N1CCNCC1 (stereo not given) returned PDI turbidity -18, hiPSC survival -0.5, TRPM1 prom inh 81*, HIF-2a inh 16, NR2E3 ag-1 0, CaV13 ICDI inh -20, Peg3 prom inh 111*, Exocytosis inh 38, aDG glyco act -0.2, Vif inh 7 and NR2E3 ag-2 1.
`CCOC(=O)C1CCN(c2c(NCc3ccc(C(=O)NCCC(C)C)cc3)c(=O)c2=O)CC1` gave PDI turbidity 5, hiPSC survival 1.3, TRPM1 prom inh 2, HIF-2a inh 15, NR2E3 ag-1 -10, CaV13 ICDI inh -3, Peg3 prom inh 12, Exocytosis inh 14, aDG glyco act -0.3, Vif inh 26 and NR2E3 ag-2 -1.
